HEK cytotox – kills HEK 293 cells; HEK 293 viability, ATP luminescence (CellTiter-Glo), 48-72 h; Potency, µM (series often up to 115 µM), inactives show at the top dose activity change, negative = cytotoxicity, hits mostly inhibitors; 94,000 compounds, 6.6% hits; AID 1345083; also: potency is read from the fitted curve at half-maximal effect; nearly all actives have a fitted effect of over 60% in size
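HEK 293 seeded at 250 cells/well receive compound via pintool. After 48 or 72 hr at 37 degree Celsius, 5% CO2 and 95% humidity, CellTiter-Glo is dispensed and luminescence read following 10 min at room temperature.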
IP6K1 inhibitor – IP6K1 kinase inhibition | IP6K1 kinase, ADP-Glo luminescence, 2 h; hits give low values | activity change, % (series mostly up to about 58 µM) | Q92551 | 140,000 compounds, 0.81% hits; in the data active = activity change below about -25%
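ADP-Glo luminescence measures ADP made by human IP6K1 during a 2 h RT reaction with ATP/IP6 (mix at 1.3 mM/130 uM); top library doses 57.5 and 19.1 uM final.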
FLuc inh – inhibitors of firefly (Photinus pyralis) luciferase. P08659. purified P. pyralis luciferase, luminescence, biochemical. Potency, µM (doses to about 115 µM), for the others: at the highest dose activity change, negative = inhibition, hits mostly inhibitors. 76,000 compounds, 2.5% hits; also: potency is read from the fitted curve at half-maximal effect; nearly all actives have a fitted effect of over 65% in size
Target sequence (P08659 whole entry, looked up): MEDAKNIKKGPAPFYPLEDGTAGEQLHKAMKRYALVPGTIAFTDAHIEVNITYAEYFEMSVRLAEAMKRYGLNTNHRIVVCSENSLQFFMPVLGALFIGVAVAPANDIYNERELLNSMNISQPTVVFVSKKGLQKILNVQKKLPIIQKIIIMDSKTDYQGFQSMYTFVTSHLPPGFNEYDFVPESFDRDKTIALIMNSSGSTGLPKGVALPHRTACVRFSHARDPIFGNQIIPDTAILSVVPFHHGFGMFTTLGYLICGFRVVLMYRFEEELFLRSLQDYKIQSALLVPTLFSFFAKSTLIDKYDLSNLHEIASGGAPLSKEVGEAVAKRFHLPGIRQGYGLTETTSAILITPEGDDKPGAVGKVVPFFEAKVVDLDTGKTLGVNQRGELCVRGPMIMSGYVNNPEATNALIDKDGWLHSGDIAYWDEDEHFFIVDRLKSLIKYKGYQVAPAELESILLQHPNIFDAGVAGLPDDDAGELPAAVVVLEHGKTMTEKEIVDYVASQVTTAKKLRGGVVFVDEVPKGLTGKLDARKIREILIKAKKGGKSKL
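Luminescence read by CCD imaging after purified firefly luciferase (10nM final) was added to substrate buffer holding 10uM D-luciferin and 10uM ATP, pH 7.5, pre-dosed with compound.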
HEK293 viab – counter-screen for SNCA expression inhibitors: cell viability. HEK-293-SNCA-luc viability, GF-AFC fluorescence, 24 h. Potency, µM (series often up to 57.1 µM), for the others: at the top dose activity change, negative = cytotoxicity, most hits filed as cytotoxic. 150,000 compounds, 0.12% hits;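 also: potency is read from the fitted curve at half-maximal effect; 0% = DMSO-treated cells and -100% = medium-only wells without cells; nearly all actives have a fitted effect of over 30% in size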
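HEK-293-SNCA-luc cells (1500/well) plated 24 h, then exposed 24 h to a dilution series; GF-AFC added 30 min at 37C, fluorescence 405/540 nm; normalised to medium-only and DMSO wells, Hill fit.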
SNCA expr inh – SNCA gene expression inhibition; HEK-293 SNCA-luciferase knock-in, luminescence, 24 h; Potency, µM (titrated, usually from 57.2 µM), for inactives: top-dose activity change, negative = inhibition, hits mostly inhibitors; 140,000 compounds, 0.17% hits; AID 1671194;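 also: potency is read from the fitted curve at half-maximal effect; plate controls were DMSO cells for no effect and cell-free wells for full effect; nearly all actives have a fitted effect of over 45% in size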
GPT2 inhibitor – blocks human glutamate pyruvate transaminase 2 | Q8TD30 | Recombinant GPT2, coupled pyruvate oxidase/HRP Amplex Red fluorescence | Potency, µM (top dose mostly 57.7 µM), for the others: at the top dose activity change, negative = inhibition, usual class: inhibitors | 100,000 compounds, 0.25% hits | AID 1671188; also: potency is read from the fitted curve at half-maximal effect; nearly all actives have a fitted effect of over 60% in size; many of its hits are not listed in these tables
Target sequence (Q8TD30 whole entry, looked up): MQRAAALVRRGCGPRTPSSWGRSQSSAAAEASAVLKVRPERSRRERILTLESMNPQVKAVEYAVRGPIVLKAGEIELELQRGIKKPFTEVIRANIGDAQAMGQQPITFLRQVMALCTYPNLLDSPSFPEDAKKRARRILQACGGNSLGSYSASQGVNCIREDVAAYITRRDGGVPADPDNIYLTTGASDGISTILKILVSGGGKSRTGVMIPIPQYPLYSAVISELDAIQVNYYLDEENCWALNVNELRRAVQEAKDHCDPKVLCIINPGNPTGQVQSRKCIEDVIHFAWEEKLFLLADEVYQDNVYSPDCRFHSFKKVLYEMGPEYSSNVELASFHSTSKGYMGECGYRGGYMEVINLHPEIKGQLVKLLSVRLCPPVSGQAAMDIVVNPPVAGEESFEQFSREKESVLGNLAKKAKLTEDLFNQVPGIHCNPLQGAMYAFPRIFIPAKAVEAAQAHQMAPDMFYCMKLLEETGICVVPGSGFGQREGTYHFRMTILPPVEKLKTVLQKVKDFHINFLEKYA
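Fluorescence of coupled pyruvate oxidase/HRP/Amplex Red system (50uM Amplex, 30 min, dark) reports pyruvate formed by GPT2. Enzyme reaction: 10ng/uL GPT2, 2mM L-alanine, 250uM a-KG, 30 min room temperature, pH 7.5; 50uM AOA control.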
NIH3T3 tox – cytotoxic compounds in NIH 3T3 cells | Potency, µM (top dose mostly 96.7 µM), for inactives: at the top dose activity change, negative = cytotoxicity, usual class: inhibitors | 94,000 compounds, 4.3% hits | AID 1345082 | NIH 3T3 viability, CellTiter-Glo ATP luminescence, 48-72 h; also: potency is read from the fitted curve at half-maximal effect; nearly all actives have a fitted effect of over 55% in size
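Luminescent ATP readout (CellTiter-Glo, 10 min RT) after 48 or 72 hr compound exposure of NIH 3T3 cells seeded at 400 cells/well in 1536-well format; quantitative HTS.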
* hit, by the source's call; i = inactive; ? = inconclusive; . = not tested or not shown; [ ] = another dose, or the depositor's remark. Unless noted, calls follow the shape of the dose curve; as a rule, active = well fitted curve in the direction sought with a large enough effect; inconclusive = small, poorly fitted or top-dose-only effect, or another doubt; inactive = no such curve, though single readings can be large; an effect the other way counts as inactive or inconclusive. Unless noted, % is scaled to controls: 0 for no effect and ±100 for the full control effect. Only part of the results is shown (hit frequency here may not be typical).

Below each SMILES – HEK cytotox	IP6K1 inhibitor	FLuc inh	HEK293 viab	SNCA expr inh	GPT2 inhibitor	NIH3T3 tox
- Cc1cnc(C2CC2)n1CC1CCN(C(=O)CCCc2ccccc2)CC1
    ?	11	.	2%	51%[activator]	?	?
- N#Cc1c[nH]c2c(C(=O)N3CCN(CCc4ccc(F)cc4)CC3)cccc12
    .	8	.	6%	.	i	.
- COc1ccc(CCCc2nnc(SCC(=O)Nc3cccc(F)c3C)o2)cc1
    .	-12	.	17%	6%	.	.
- CN1CC(=O)N(c2ccccc2F)Cc2c(NCCCO)ncnc21
    3%[172 µM]	-2	-1%[172 µM]	-6%[87.6 µM]	15%[87.6 µM]	i	-9%[138 µM]
- Fc1ccc(-c2cnc3n2C[C@H](CNCc2ccccn2)OC3)cc1
    ?	-15	7%[172 µM]	1%[87.6 µM]	-9%[87.6 µM]	-22%[88.5 µM]	-19%[138 µM]
- COc1ccc(NC(=O)/C(C#N)=C/c2ccc(C)o2)cc1
    .	10	.	?	42%[activator]	.	.
- Cc1cccc(NC(=O)Cn2nnc(C(=O)NCc3cccs3)c2N)c1
    .	13	.	-3%	5%	.	.
- CN1CCCCCCN(C(=O)Cc2cccc(F)c2)[C@H]2CCC[C@H]2C1=O
    -18%	6	7%	2%	1%	2%	?
- O=C(Cn1cc(C(F)(F)F)ccc1=O)N1CCC2(CCCNC2=O)C1 (configuration not stated)
    i	9	3%	3%	10%	2%	0%
- COc1ccc(CCNC(=O)CCCCn2c(=O)c3ccccc3n(Cc3ccccc3C)c2=O)cc1OC
    .	12	.	?	-10%	.	.
- Cc1nc2c(C(=O)NC(C)c3ccccc3)cnn2c(C)c1Cc1ccccc1 (configuration not stated)
    .	-2	.	-14%	?	.	.
- CNC(=O)c1cc(C)nc2onc(C3CCCN([S+](=O)([O-])c4ccccc4)C3)c12 (configuration not stated)
    3%	4	.	.	.	.	-19%
- CCOc1ccc(NC(=O)c2cc3sc(Cl)cc3n2CC)cc1
    .	-15	.	3%	-21%	.	.
- COc1cc(C(O)CO)ccc1O (configuration not stated)
    .	.	.	10%	-10%	i	.
- O=C(C1CCCC1)N1CC2(CCCN(Cc3c[nH]c4ccccc34)C2)Cc2ccccc21 (configuration not stated)
    22µM*	1	.	?	?	i	25µM*

(list continues)
Below each SMILES – HEK cytotox	IP6K1 inhibitor	FLuc inh	HEK293 viab	SNCA expr inh	GPT2 inhibitor	NIH3T3 tox
- CN(Cc1ccccc1)[C@@H]1[C@H](O)[C@H](CO)O[C@@H]1CNS(=O)(=O)c1cccs1
    -8%	26	2%	-3%	-15%	-14%	i
- CCCc1ccccc1OCC(=O)c1ccc2c(c1)N(CC(=O)NCC1CC1)C(=O)CO2
    -29%	5	-15%	-15%	-12%	?	-22%
- CC(=O)Nc1ccc(NC(=O)c2ccc3c(c2)N(Cc2cccc(Cl)c2)C(=O)c2ccccc2S3(=O)=O)cc1
    .	17	.	-4%	21%	.	.
- COc1ccc(Cn2c(=O)c(C(=O)NCc3ccc(C(F)(F)F)cc3)nc3cccnc32)cc1
    ?	-3	.	-7%	-20%	i	?
- O=C(CCC[C@@H]1[C@H]2CCCN3CCC[C@@H](CN1C(=O)c1cc(F)cc(F)c1)[C@@H]23)NCC1CC1
    10%	17	4%	3%	2%	?	i
- COc1ccc(NC(=O)O[C@@H]2CO[C@H]3[C@@H]2OC[C@@H]3NS(=O)(=O)c2ccc(Cl)cc2)cc1
    -19%	2	?	4%	12%	2%	?
- CSc1ccc(CCNC(=O)c2ccc(-n3c(C)cc4c3CCC(C)C4)cc2)cc1 (configuration not stated)
    .	7	.	7%	11%	.	.
- CCCC(=O)N1CCCN(c2ccnc3ccnn23)CC1
    -13%[172 µM]	8	.	1%[87.6 µM]	13%[87.6 µM]	-6%[88.5 µM]	-36%[138 µM]
- O=C(O)c1cc(=O)cc(C(=O)O)[nH]1
    .	.	.	8%	9%	-6%	.
- Cc1ccc(-c2ncc(C(=O)Nc3cccc(Br)c3)c(-c3ccncc3)n2)cc1
    25µM*	21	-21%	-25%	-29%	?	?
- Cc1nnc2n1C(C)CN(C(=O)CCSc1ccc3c(c1)OCCO3)C2 (configuration not stated)
    i	-2	14%	4%	-12%	i[11.5 µM]	-12%
- CN1CCN(C(=O)C2CCCN(Cc3cccc(-c4ccsc4)c3)C2)CC1 (configuration not stated)
    ?	-8	.	.	.	.	?
- O=C(c1ccccc1)N1C[C@@H](CO)[C@H](c2nc(-c3cccnc3)no2)C1
    -8%	-8	-12%	-1%	-13%	-22%	-13%
- COc1cccc(CCC(=O)N2C[C@@H](CO)[C@H](c3ccccn3)C2)c1
    0%	14	-9%	0%	?	i	0%
- CC(NC(=O)C1CCN(c2nccc(Nc3ccccc3F)n2)CC1)c1ccc(F)cc1 (configuration not stated)
    ?	2	.	-8%	-29%	i	?

Entries of single compounds, looked up by structure. Screens in order: HEK cytotox	IP6K1 inhibitor	FLuc inh	HEK293 viab	SNCA expr inh	GPT2 inhibitor	NIH3T3 tox
`COc1cccc(CCC(=O)N2C[C@@H](CO)[C@H](c3ccccn3)C2)c1` reads 0%	14	-9%	0%	?	i	0%
`CN1CCN(C(=O)C2CCCN(Cc3cccc(-c4ccsc4)c3)C2)CC1` (configuration not stated) reads ?	-8	.	.	.	.	?
`CSc1ccc(CCNC(=O)c2ccc(-n3c(C)cc4c3CCC(C)C4)cc2)cc1` (configuration not stated) reads .	7	.	7%	11%	.	.
`COc1ccc(Cn2c(=O)c(C(=O)NCc3ccc(C(F)(F)F)cc3)nc3cccnc32)cc1` reads ?	-3	.	-7%	-20%	i	?

(continued)
Below each SMILES – HEK cytotox	IP6K1 inhibitor	FLuc inh	HEK293 viab	SNCA expr inh	GPT2 inhibitor	NIH3T3 tox
- CCOC(=O)c1cc2c(=O)n3ccccc3nc2n(CCOC)c1=NC(=O)c1c(-c2c(F)cccc2Cl)noc1C
    .	-15	.	25%	11%	.	.
- CCCn1cc(S(=O)(=O)c2cc(C)ccc2C)c(=O)c2cc(F)c(N3CCN(CC)CC3)cc21
    .	-11	.	?	-7%	.	.
- O=C(NC1CC(=O)N(c2ccc(F)cc2)C1)c1cc2ccccc2o1 (configuration not stated)
    .	45	.	2%	-19%	.	.
- Cc1cc(C)n(CCCNC(=O)c2cc(COc3ccc4sc(C)nc4c3)on2)n1
    1%	27	-7%	-15%	-13%	3%	1%
- CCC(=O)Nc1cccc(C(=O)N2CCN3C(=O)CN(C)C(=O)C3C2)c1 (configuration not stated)
    -2%	-7	5%	-2%	4%	-15%	-12%
- O=C1CCCCC(CNC(=O)c2cc(F)ccc2F)N1 (configuration not stated)
    i	10	0%	-2%	-16%	i	i
- CC(C)(C)CC(=O)Nc1ccc([C@@H](O)[C@H]2COCC(=O)N2Cc2cccnc2)cc1
    -5%[172 µM]	10	2%[172 µM]	-7%[87.6 µM]	-3%[87.6 µM]	0%[88.5 µM]	3%[174 µM]
- CCN(CC)c1ccc(NC(=O)CN2C(=O)c3cccnc3Oc3ccccc32)c(C)c1
    .	-8	.	3%	-10%	.	.
- Cc1nn(C)c2nc(-c3ccccn3)nc(N3CCC(c4ccc(F)cc4)C3)c12 (configuration not stated)
    40µM*	-3	-5%	-3%	0%	?	-27%
- COc1ccccc1CN(C)C(=O)CC1C(=O)NCCN1CC1CCCCC1 (configuration not stated)
    ?	5	0%	-19%	-15%	?	2%
- O=C1C(N2CCN(S(=O)(=O)Cc3ccccc3Cl)CC2)CCN1Cc1cccnc1 (configuration not stated)
    0%	11	-1%	3%	3%	2%	3%
- C[C@@H]1CN(C(=O)CC2CCN(Cc3ccccc3)CC2)CC[C@]1(C)O
    i	6	3%	4%	0%	2%	-4%
- O=C(NCc1ccco1)c1ccc2c(c1)N(Cc1ccccc1)C(=O)c1ccccc1S2(=O)=O
    .	3	.	9%	7%	.	.
- Cc1ccc(NC(=O)Nc2nc3c(s2)CCCCCC3)cc1C
    .	-1	.	5%	49%[activator]	.	.
- COc1ccccc1C(=O)N1CCCC2(C1)Nc1cccnc1NC2=NCc1ccccc1 (configuration not stated)
    ?	7	0%	?	-6%	?	-25%

Going on with the list:
Below each SMILES – HEK cytotox	IP6K1 inhibitor	FLuc inh	HEK293 viab	SNCA expr inh	GPT2 inhibitor	NIH3T3 tox
- O=C1CCN(C(=O)C2CCN(S(=O)(=O)Cc3cccc(F)c3)CC2)CCCCCCN1
    i	-8	-3%	-7%	16%	?	-1%
- COc1ccc(N2CCN(C(=O)CSc3n[nH]c(-c4ccccc4Cl)n3)CC2)cc1
    .	1	.	7%	12%	.	.
- CN(C)c1nc2c(c(=O)[nH]1)CCN(Cc1cccnc1)CC2
    -11%	7	5%	1%	-16%	0%	-9%
- CCC(Sc1nnc2c(n1)[nH]c1ccccc12)C(=O)Nc1ccccc1OC (configuration not stated)
    .	-23	.	13%	168%[activator]	.	.
- CCn1ncc(C(=O)N[C@@H]2CN(Cc3ccccn3)C[C@H]2CN(C)C)c1C
    ?	13	-1%	8%	-1%	i	2%
- O=C(c1ccncn1)N1C[C@@H](COCC2CC2)[C@H](c2ccccn2)C1
    -4%	29	1%	3%	10%	i	-5%
- Cc1ccc(C)c(Nc2nn3c(=O)c4ccc(C(=O)NCc5ccccc5)cc4nc3s2)c1
    .	-3	.	-27%	-5%	.	.
- O=C(C1CCN(c2nc3ncccc3o2)CC1)N1CCC(Cc2ccccc2)CC1
    ?	11	.	-21%	-14%	i	?
- COC(=O)C1=COC(O[C@@H]2O[C@H](CO[C@@H]3O[C@H](COC(=O)/C=C\c4ccc(O)cc4)[C@@H](O)[C@H](O)[C@H]3O)[C@@H](O)[C@H](O)[C@H]2O)C2C(CO)=CCC12 (some centres not stated)
    .	-8	.	-7%[23.9 µM]	.	0%[17.1 µM]	.
- N#Cc1cccc(CN2C[C@H](O)C[C@H]2c2nc(-c3cccc([N+](=O)[O-])c3)no2)c1
    -17%[172 µM]	6	-11%[172 µM]	1%[87.6 µM]	7%[87.6 µM]	-7%[88.5 µM]	-22%[138 µM]
- c1ccc(C2CCCN(CCn3ccnc3-c3cc4n(n3)CCNC4)C2)cc1 (configuration not stated)
    0%	1	0%	-4%	?	-15%	-1%
- O=C(C1CCN(C(=O)N2CC3CC(C2)[C@H]2CCCC(=O)N2C3)CC1)N1CCN(c2ccccc2)CC1 (some centres not stated)
    2%	12	-7%	0%	?	i	-4%
- CN1CC[C@H](c2nc3ccc(C(F)(F)F)cc3[nH]2)C1
    112µM*	14	?	-2%[87.6 µM]	49%[activator][87.6 µM]	-19%[88.5 µM]	?
- COc1ccc(-n2c(SCC(=O)NCc3ccco3)nc3c([nH]c4ccccc43)c2=O)cc1
    .	-9	.	1%	-9%	.	.
- CCCCOCCCNC(=O)c1c(C)noc1-c1ccc(OC(F)(F)F)cc1
    ?	-3	4%	5%	-8%	i	?
- CC1=C(C(=O)OC2CCCCCC2)C(c2cccc(Cl)c2)CC(=O)N1 (configuration not stated)
    .	-3	.	8%	-17%	.	.
- COc1ccc(OCC(=O)Nc2nnc(S(=O)(=O)N3CCc4ccccc43)s2)cc1
    .	15	.	3%	0%	.	.
